# Hsp90 inh – displaces geldanamycin probe from tumor Hsp90. NCI-N417 lysate Hsp90, Cy3B-geldanamycin FP displacement. inhibition, % at 30 µM. 0.35% of 64,000 active;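 active means inhibition above 50%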;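 further: 0% = tracer plus lysate wells and 100% = tracer alone without lysate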
# Autofluor 339 – intrinsic fluorescence of library compounds, ex339/em460 – biochemical, MLSMR library, data from DPM-DC assay, artefact control, profiling panel; AID 709; 5.5% of 65,000 active; compound autofluorescence, ex339/em460 nm, NADH buffer; hits give high values; 1 = no-compound wells, NADH background; fluorescence fold increase at 10 µM;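 active means at 10 µM, mean starting fluorescence two-fold or more over control wells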;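 further: signal is the first read of a kinetic run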
# DUSP1 inh – human dual specificity phosphatase 1 inhibition | P28562 | recombinant MKP-1, OMFP hydrolysis fluorescence | inhibition, %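 (compounds tested at a single concentration somewhere between 10 and 100 µM)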 | 0.15% of 65,000 active;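 active means inhibition above about 50%, limit read from the data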;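 further: 0% = DMSO max control wells and 100% = wells with enzyme stopped by NaOH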
# Abs 340nm – absorbance at 340 nm; fold change at 10 µM; 65,000 tested, under 10 active; compound absorbance at 340 nm, fold over control;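 active means at 10 µM dose, initial 340 nm absorbance at least 2 fold that of control wells; inactive means change under 2 fold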;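 further: initial absorbance extrapolated from kinetic A340 decline of NADH oxidation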
# PKA kinase inh – blocks human protein kinase A activity | P17612 | PKA Kemptide phosphorylation, Kinase-Glo ATP luminescence | inhibition, % at 6 µM | 0.1% of 65,000 active | AID 524;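 active means inhibition above the screen-wide mean inhibition plus 3 SD, cut at about 21% in these data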; further: many of its hits are not listed in these tables
# Cdc25B block – human M-phase inducer phosphatase 2 inhibition. P30305. recombinant Cdc25B, OMFP fluorescence Ex485/Em525. inhibition, %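 (compounds tested at 10 µM final in the well)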. 0.1% of 65,000 active. AID 368; in the data active means inhibition above about 50%
# Target sequence (P30305 whole entry, looked up): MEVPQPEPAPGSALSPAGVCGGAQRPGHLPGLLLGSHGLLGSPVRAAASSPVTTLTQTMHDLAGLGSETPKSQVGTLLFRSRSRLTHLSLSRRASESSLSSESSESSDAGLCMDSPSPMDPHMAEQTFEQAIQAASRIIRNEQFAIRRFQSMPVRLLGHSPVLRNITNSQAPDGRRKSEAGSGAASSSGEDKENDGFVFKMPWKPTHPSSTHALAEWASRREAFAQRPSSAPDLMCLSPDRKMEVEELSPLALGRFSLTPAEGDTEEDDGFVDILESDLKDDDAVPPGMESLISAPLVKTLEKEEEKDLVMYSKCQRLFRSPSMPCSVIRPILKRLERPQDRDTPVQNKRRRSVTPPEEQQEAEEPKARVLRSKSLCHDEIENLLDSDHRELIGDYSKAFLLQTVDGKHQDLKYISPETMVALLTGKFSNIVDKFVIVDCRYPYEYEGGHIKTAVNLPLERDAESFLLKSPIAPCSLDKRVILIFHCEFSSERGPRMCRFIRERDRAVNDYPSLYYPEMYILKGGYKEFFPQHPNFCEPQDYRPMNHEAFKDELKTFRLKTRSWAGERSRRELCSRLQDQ
# Active calls of the source: *; nt = no result given. An excerpt (hit frequency here may not be typical).
# Key to letters – A = Hsp90 inh; B = Autofluor 339; C = DUSP1 inh; D = Abs 340nm; E = PKA kinase inh; F = Cdc25B block
> CCCN(CCc1ccccc1)C1CCc2c(O)cccc2C1 (stereo not given)
  A: -0.7 | B: nt | C: nt | D: nt | E: nt | F: nt

> CC1=C(/C=C/C(C)=C/C=C/C(C)=C\C(=O)O)C(C)(C)CCC1
  A: -2.4 | B: nt | C: nt | D: nt | E: nt | F: nt

> COCC(=O)O[C@]1(CCN(C)CCCc2nc3ccccc3[nH]2)CCc2cc(F)ccc2[C@@H]1C(C)C
  A: -0.7 | B: nt | C: nt | D: nt | E: nt | F: nt

> NCCCCNCCCN
  A: 1.5 | B: nt | C: nt | D: nt | E: nt | F: nt

> CN1CCN(c2nc3cc(C(F)(F)F)ccc3n3cccc23)CC1
  A: 1.2 | B: nt | C: nt | D: nt | E: nt | F: nt

> CN1CCN(C2Cc3ccccc3Sc3ccc(Cl)cc32)CC1 (stereo not given)
  A: -0.7 | B: nt | C: nt | D: nt | E: nt | F: nt

> O=C(O)C1=CCCNC1
  A: 1.8 | B: nt | C: nt | D: nt | E: nt | F: nt

> O=C(Nc1ccccc1)c1cc([N+](=O)[O-])ccc1Cl
  A: 0.5 | B: nt | C: nt | D: nt | E: nt | F: nt

> O=C(O)C1=CCNCC1
  A: -1.6 | B: nt | C: nt | D: nt | E: nt | F: nt

> COc1ccccc1N1CCN(CCN(C(=O)c2ccc(I)cc2)c2ccccn2)CC1
  A: 0.5 | B: nt | C: nt | D: nt | E: nt | F: nt

> N=C(N)c1ccc(OCCCCCOc2ccc(C(=N)N)cc2)cc1 (tested in a mixture with another compound)
  A: -2.3 | B: nt | C: nt | D: nt | E: nt | F: nt

> COc1ccc(CCNC[C@@H](O)c2ccc(O)cc2)cc1OC
  A: -0.1 | B: nt | C: nt | D: nt | E: nt | F: nt

> COc1ccccc1N1CCN(CCCCNC(=O)c2ccc3ccccc3c2)CC1
  A: -4.2 | B: nt | C: nt | D: nt | E: nt | F: nt

> Nc1ccc2c3c(cccc13)C(=O)NC2=O
  A: 7.7 | B: nt | C: nt | D: nt | E: nt | F: nt

> Oc1cc2c(cc1O)C(c1ccccc1)CNCC2 (stereo not given)
  A: 64.4* | B: nt | C: nt | D: nt | E: nt | F: nt

> c1cc(CN2CCCCC2)cc(OCCCNc2nc3ccccc3s2)c1
  A: 2.1 | B: nt | C: nt | D: nt | E: nt | F: nt

> CCC(=O)NCCC(c1ccco1)c1ccccc1OC (stereo not given)
  A: nt | B: nt | C: nt | D: nt | E: 0.9 | F: nt

> COc1ccc(CCNc2nc(C)nc3c2oc2ccccc23)cc1OC
  A: nt | B: nt | C: nt | D: nt | E: 7.1 | F: nt

> COc1cccc(-c2nnc3n2N=C(c2cc(OC)ccc2OC)CS3)c1
  A: nt | B: nt | C: nt | D: nt | E: 1.3 | F: nt

> c1coc(-c2nc3nc4ccccc4nc3n2CC2CCCO2)c1 (stereo not given)
  A: nt | B: nt | C: nt | D: nt | E: 5.3 | F: nt

> Cc1[nH]c2ccccc2c1SCCNC(=O)c1ccc(Br)o1
  A: nt | B: nt | C: nt | D: nt | E: 2.7 | F: nt

> CC(C)C(CC(=O)NCc1ccco1)c1ccco1 (stereo not given)
  A: nt | B: nt | C: nt | D: nt | E: 0.3 | F: nt

> CCCCNC(=O)c1c(N)n(/N=C/c2ccccn2)c2nc3ccccc3nc12
  A: nt | B: nt | C: nt | D: nt | E: 6.8 | F: nt

> CC(=O)NCCC(Cc1ccccc1)c1ccco1 (stereo not given)
  A: nt | B: nt | C: nt | D: nt | E: 6.4 | F: nt

> CC1(C)CC(O)(CCNCc2ccc3c(c2)OCO3)CCO1 (stereo not given)
  A: nt | B: nt | C: nt | D: nt | E: 7.2 | F: nt

# Molecules listed so far that contain a COOH group, in the order listed:
# Key to letters – A = Hsp90 inh; B = Autofluor 339; C = DUSP1 inh; D = Abs 340nm; E = PKA kinase inh; F = Cdc25B block
> CC1=C(/C=C/C(C)=C/C=C/C(C)=C\C(=O)O)C(C)(C)CCC1
  A: -2.4 | B: nt | C: nt | D: nt | E: nt | F: nt

> O=C(O)C1=CCCNC1
  A: 1.8 | B: nt | C: nt | D: nt | E: nt | F: nt

> O=C(O)C1=CCNCC1
  A: -1.6 | B: nt | C: nt | D: nt | E: nt | F: nt

# The main list resumes, starting 4 compounds before the break.
# Key to letters – A = Hsp90 inh; B = Autofluor 339; C = DUSP1 inh; D = Abs 340nm; E = PKA kinase inh; F = Cdc25B block
> CC(C)C(CC(=O)NCc1ccco1)c1ccco1 (stereo not given)
  A: nt | B: nt | C: nt | D: nt | E: 0.3 | F: nt

> CCCCNC(=O)c1c(N)n(/N=C/c2ccccn2)c2nc3ccccc3nc12
  A: nt | B: nt | C: nt | D: nt | E: 6.8 | F: nt

> CC(=O)NCCC(Cc1ccccc1)c1ccco1 (stereo not given)
  A: nt | B: nt | C: nt | D: nt | E: 6.4 | F: nt

> CC1(C)CC(O)(CCNCc2ccc3c(c2)OCO3)CCO1 (stereo not given)
  A: nt | B: nt | C: nt | D: nt | E: 7.2 | F: nt

> Cc1cc(C)nc(N2CCN(c3nc(C)nc4c3oc3ccccc34)CC2)n1
  A: nt | B: nt | C: nt | D: nt | E: -2.8 | F: nt

> CCc1nnc2c3cnn(-c4ccc(C)c(C)c4)c3ncn12
  A: nt | B: nt | C: nt | D: nt | E: -0.3 | F: nt

> N#Cc1c2c(nc(N)c1-c1ccccc1)CCCCC2
  A: nt | B: nt | C: 6.9 | D: nt | E: 7.1 | F: -6.9

> O=C(Nc1nccs1)c1cc(S(=O)(=O)N2CCOCC2)ccc1Cl
  A: nt | B: 1.08 | C: nt | D: 1.03 | E: -4.6 | F: nt

> CCOC(=O)C1CCCN(C(=O)c2cn(CC(C)C)c(=O)c3cc(OC)c(OC)cc23)C1 (stereo not given)
  A: nt | B: 1.16 | C: nt | D: 1.07 | E: 7.4 | F: nt

> COc1cccc(NC(=O)Cn2cnc3sc(C)c(S(=O)(=O)N4CCN(C)CC4)c3c2=O)c1
  A: nt | B: 1.04 | C: nt | D: 1.05 | E: 5.8 | F: nt

# Some of the entries so far, with values under each structure:
# Results follow in this order: Hsp90 inh	Autofluor 339	DUSP1 inh	Abs 340nm	PKA kinase inh	Cdc25B block
> N#Cc1c2c(nc(N)c1-c1ccccc1)CCCCC2
    nt	nt	6.9	nt	7.1	-6.9
> CCOC(=O)C1CCCN(C(=O)c2cn(CC(C)C)c(=O)c3cc(OC)c(OC)cc23)C1 (stereo not given)
    nt	1.16	nt	1.07	7.4	nt

# Screening results: PubChem BioAssay, several laboratories
